# SENP8 block-1: blocks the human protease SENP8; Q96LD8; purified SENP8, Z-RLRGG-aminoluciferin cleavage, luminescence; inhibition, % at 10 µM; 330,000 tested, 1.2% active; AID 2540; in the data active = inhibition above about 50%
# Target sequence (Q96LD8 whole entry, looked up): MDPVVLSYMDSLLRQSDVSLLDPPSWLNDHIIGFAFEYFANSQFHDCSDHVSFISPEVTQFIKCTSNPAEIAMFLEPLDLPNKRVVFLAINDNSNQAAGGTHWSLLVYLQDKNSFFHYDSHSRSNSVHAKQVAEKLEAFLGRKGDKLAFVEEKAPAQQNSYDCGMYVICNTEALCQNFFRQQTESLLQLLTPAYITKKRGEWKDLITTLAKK
# SENP8 block-2: SENP8 (human) protease inhibition; Q96LD8; recombinant SENP8, Nedd8 substrate fluorescence; inhibition, % at 20 µM; 360,000 tested, 0.64% active; AID 602440; in the data active = inhibition mostly above about 40%, no sharp cut-off; inactive = mostly below about 27%
# HKDC1 inh: blocks human hexokinase HKDC1 activity; recombinant HKDC1, G6PDH/diaphorase resazurin coupled fluorescence; inhibition, % at 20 µM; 340,000 tested, 0.16% active;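 active = inhibition above about 35% when tested at 20 µM, limit read from the data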;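 note: plate controls were DMSO wells with enzyme for no effect and DMSO wells lacking enzyme for full effect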
# Target sequence (Q2TB90 whole entry, looked up): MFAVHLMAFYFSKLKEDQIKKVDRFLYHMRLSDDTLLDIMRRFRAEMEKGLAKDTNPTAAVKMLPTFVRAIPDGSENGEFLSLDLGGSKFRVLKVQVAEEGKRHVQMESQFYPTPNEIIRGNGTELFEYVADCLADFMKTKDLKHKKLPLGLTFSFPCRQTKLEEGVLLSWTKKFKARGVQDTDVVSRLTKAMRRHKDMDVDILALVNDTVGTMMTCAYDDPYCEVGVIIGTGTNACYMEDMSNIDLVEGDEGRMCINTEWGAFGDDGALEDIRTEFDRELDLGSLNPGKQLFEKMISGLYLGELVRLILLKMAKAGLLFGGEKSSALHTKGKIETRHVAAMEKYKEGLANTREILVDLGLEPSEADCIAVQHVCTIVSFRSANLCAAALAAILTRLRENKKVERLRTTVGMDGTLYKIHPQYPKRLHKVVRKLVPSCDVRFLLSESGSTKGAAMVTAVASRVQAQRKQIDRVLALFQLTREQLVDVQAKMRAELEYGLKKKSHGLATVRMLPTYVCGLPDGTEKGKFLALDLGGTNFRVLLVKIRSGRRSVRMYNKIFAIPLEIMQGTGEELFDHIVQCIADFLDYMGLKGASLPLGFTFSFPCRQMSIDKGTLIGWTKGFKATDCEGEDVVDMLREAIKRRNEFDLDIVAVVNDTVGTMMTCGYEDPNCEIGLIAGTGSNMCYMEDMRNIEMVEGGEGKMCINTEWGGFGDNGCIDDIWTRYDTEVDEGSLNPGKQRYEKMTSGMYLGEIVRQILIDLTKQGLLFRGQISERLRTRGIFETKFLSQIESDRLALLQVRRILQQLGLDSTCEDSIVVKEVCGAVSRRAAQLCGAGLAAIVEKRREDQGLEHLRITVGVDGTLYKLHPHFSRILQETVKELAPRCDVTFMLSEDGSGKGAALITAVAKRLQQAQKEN
#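 System: Recombinant HKDC1 hexokinase | Amount: HKDC1 at 5 µg/mL | Reagent: Glucose with 1 mM ATP | Doses: Single 20 µM dose | Incubation: Reaction time 90 min, room temperature, protected from light | Signal: Coupled resazurin fluorescence, excitation 525 nm, emission 613 nm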
# SENP1 inh: blocks the human SENP1 SUMO protease catalytic domain | AID 624204 | Q9P0U3 | recombinant SENP1 catalytic domain, CyPet-SUMO1-YPet FRET cleavage | 360,000 tested, 0.21% active | inhibition, % at 10 µM;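 active = inhibition at least 30% at 10 µM, raw YFP signal under a set limit, fluorescence ratio 0.5 to 1.5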;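 note: 0% = enzyme with DMSO and 100% = no enzyme wells; some results filed as inactive read as strong as hits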
#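 Assay system – human recombinant His6-tagged SENP1 catalytic domain enzyme · Input – SENP1 enzyme, 20 pM final · Buffer or medium – Tris pH 8 buffer plus EDTA, NaCl, BME, BSA, NP40, catalase · Schedule – 50 min reaction at room temperature · Technique – FRET read of cyan and yellow fluorescence · Control set – no-enzyme wells low, DMSO-plus-enzyme wells high control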
# SENP6 block: blocks the human protease SENP6. Recombinant SENP6 catalytic domain, aminoluciferin luminescence. inhibition, % at 10 µM. 330,000 tested, 1.8% active;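 active = inhibition above about 50% at the single tested dose, limit read from the data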;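 note: plate controls were DMSO wells with enzyme for no effect and DMSO wells lacking enzyme for full effect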
# PfGluPho inh: PfG6PD (Plasmodium falciparum) enzyme inhibition | PfGluPho enzyme, NADPH resazurin-diaphorase fluorescence | inhibition, % at 20 µM | 350,000 tested, 0.78% active;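 active = inhibition reaching at least a set limit at 20 µM in the primary screen, cut at about 59% in these data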;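 note: 0% = DMSO wells with substrate and 100% = DMSO wells lacking glucose-6-phosphate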
# Apaf-1 inh: inhibitors of human Apaf-1 apoptosome; O14727; AID 489030; 330,000 tested, 0.71% active; inhibition, % at 20 µM; reconstituted apoptosome caspase-3 activity, DEVD-Rh110 fluorescence; active = inhibition of at least 40% at 20 µM;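 note: plate controls were DMSO wells for no effect and DEVD-CHO caspase inhibitor wells for full effect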
#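 Material: reconstituted apoptosome with Apaf-1, cytochrome c, caspase-9, procaspase-3, dATP / Buffer or medium: pH 7.5 Hepes buffer with CHAPS, BSA, DTT / Also added: cytochrome c with DEVD-Rh110 / Schedule: compound with Apaf-1, dATP, procaspase-3 30 min, then 50 min reaction, room temperature / Technique: rhodamine 110 fluorescence at Ex 480/Em 540 nm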
# SENP7 inh: SENP7 protease inhibition; recombinant SENP7, Z-RLRGG-aminoluciferin luminescence, 40 min; inhibition, % at 5 µM; 330,000 tested, 1.5% active; AID 434973;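 active = inhibition above about 50% at the single test dose, limit read from the data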;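 note: plate controls were DMSO with enzyme for no effect and no enzyme buffer wells for full effect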
# NALP3 yeast inh: blocks the NALP3 inflammasome reconstituted in yeast. Yeast reconstituted NLRP3/ASC/caspase-1, beta-gal luminescence, 24 h. inhibition, % at 10 µM. 330,000 tested, 0.39% active. AID 2825;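 active = inhibition of 50% or more; inactive = inhibition below 50%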;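 note: plate controls were induced DMSO wells for no effect and uninduced yeast grown without galactose for full effect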
# * = called active by the depositor; nt = no result given. Outcome played no part in choosing rows. About 4.1% of those tested had a hit in this group.
# Below each compound: SENP8 block-1	SENP8 block-2	HKDC1 inh	SENP1 inh	SENP6 block	PfGluPho inh	Apaf-1 inh	SENP7 inh	NALP3 yeast inh
Cc1cc2ccccn2c1C(=O)c1cccc([N+](=O)[O-])c1
    1	33	-4	4	4	19	-3	0	11
O=c1cnnc(N/N=C/c2ccc3c(c2)OCO3)[nH]1
    2	26	-4	2	-15	-12	-27	-7	4
CC(C)(O)P(C)(=O)c1ccccc1 (stereo not given)
    2	22	-10	-1	6	-13	0	-1	7
CSc1ncccc1C(=O)N1CCN(S(=O)(=O)c2ccc(F)cc2)CC1
    4	16	-4	1	21	1	-1	6	10
Cc1cccc(C(=O)N[C@H](C(=O)OCc2cc(=O)n3c(n2)sc2ccccc23)C(C)C)c1
    17	-176	6	-5	6	3	13	2	8
CCCCCC1CC(=O)N(Cc2ccccc2)C(=O)N1 (stereo not given)
    6	8	-1	0	6	9	-2	-2	19
CC(C)OC(=O)CSc1nnc(-c2cccnc2)n1N
    -1	20	-5	1	-4	-11	-2	2	2
Cc1nc2ccc(NC(=O)/C=C/C(=O)O)cc2nc1C
    -1	-315	8	12	-3	2	4	-6	-3
Cc1ccc(S(=O)(=O)CC(=O)Nc2ccc(F)c(F)c2F)cc1
    6	20	-1	3	-17	0	-12	4	11
CCCCn1c(N)c(N(CC(C)C)C(=O)CCC2CCCCC2)c(=O)[nH]c1=O
    0	-1	-5	-5	5	-2	-1	2	8
CCCC(=O)NC(Nc1ccc(S(=O)(=O)Nc2ncccn2)cc1)(C(=O)OCC)C(F)(F)F (stereo not given)
    0	18	0	1	16	7	1	0	3
COc1cc(OC)c(OC)cc1/C=N/NC(=O)c1cnccn1
    8	3	-6	1	0	6	4	-5	6
Cc1c(NC(=O)C2CCCN(S(=O)(=O)c3cnc[nH]3)C2)c(=O)n(-c2ccccc2)n1C (stereo not given)
    -10	-1	-9	5	-20	-1	-3	-10	2
C=CCn1c(COc2ccccc2)nnc1SCC(=O)N/N=C/c1cc(Cl)ccc1O
    -2	-64	-40	-22	-13	-18	2	-7	15
CCS(=O)(=O)N1CCC(C(=O)NC2CCCCCCC2)CC1
    -5	8	1	0	-28	-3	-13	-6	0
COc1ccc(CCNc2ccncn2)cc1
    -6	17	3	0	1	2	-8	3	8
CCOC(=O)c1[nH]c(C)c(/C(O)=C2\C(=O)C(=O)N(CCCN3CCOCC3)C2c2cccnc2)c1C (stereo not given)
    nt	13	-4	1	nt	-9	nt	nt	nt
CCCCCCCC(=O)NNC(=O)c1c(O)c2ccccc2n(CC)c1=O
    -5	-7	-33	0	-22	-44	26	-8	0
Cn1c(C(F)(F)F)nc2c(=O)oc3ccccc3c21
    1	36	-1	2	-1	-9	1	6	3
O=C(c1ccc(N2CCCCC2)c([N+](=O)[O-])c1)N(c1ccccn1)c1ccccn1
    -8	19	0	2	8	3	-4	-3	4
COC(=O)c1cccc(N(C(=O)c2ccco2)C(C(=O)NC2CCCC2)c2ccco2)c1 (stereo not given)
    2	-74	0	2	-11	-4	2	5	1
O=C(Nc1ncc2c(n1)CC(c1cccc(Cl)c1)CC2=O)c1ccco1 (stereo not given)
    -2	16	-5	-1	-12	4	12	-2	13
O=C(OCC(=O)N1CCCCCC1)c1ccc(F)cc1F
    -7	1	-5	2	-9	9	0	-1	-7
COCCNC(=O)NC(=O)COC(=O)Cc1ccc2c(c1)OCCO2
    1	0	12	2	5	-2	0	4	3
COc1ccccc1N1CCN(CC(=O)Nc2cc(C)nn2-c2nc(C)cc(C)n2)CC1
    nt	10	5	3	nt	-8	nt	nt	nt
CCCCn1c(NCCN(C)C)nc2c1c(=O)[nH]c(=O)n2C
    -3	28	-2	-1	-12	-14	1	-5	1
O=C(NC(C(=O)c1ccccc1)N1CCOCC1)c1ccccc1 (stereo not given)
    1	13	-2	5	-19	-6	-3	2	13
O=C(O)c1ccccc1NS(=O)(=O)c1ccc2c3c(cccc13)C(=O)N2
    0	-13	10	-3	-5	-5	2	-3	12
COc1ccc(C2Nc3ccccc3C(=O)N2c2ccc(C)cc2)cc1Cn1cc([N+](=O)[O-])cn1 (stereo not given)
    -5	-192	-2	-1	-2	8	-7	3	13
CCc1nc2ccc(C(=O)NCCc3ccccc3OC)cc2nc1CC
    -6	9	-3	1	17	5	9	-4	19
CCC(CC)C(=O)Nc1cccc(SC)c1
    -2	nt	nt	nt	-14	nt	4	-8	20
O=C(N/N=C1/CC2C=CCC12)c1ccco1 (stereo not given)
    3	7	13	3	-4	-9	-20	14	0
O=C(Nc1cc(Cl)ccc1O)c1cc2n(n1)C(C(F)(F)F)CC(c1ccc3c(c1)OCO3)N2 (stereo not given)
    -6	12	2	4	-1	10	19	-11	17
O=C(c1ccc(-c2cccc(C(F)(F)F)c2)o1)N1CCN(c2ccccc2O)CC1
    14	-1	2	1	-2	27	34	5	14
Cc1cccc(N2Cc3ccccc3C2=NC(=O)c2ccc(Cl)nc2)c1
    19	-7	13	-3	-6	10	-2	0	9
CCCCn1c(N)c(N(CCOC)C(=O)c2ccc(N3CCCC3)c([N+](=O)[O-])c2)c(=O)[nH]c1=O
    -2	-6	-2	-11	4	12	-1	-5	17
Cn1c(=O)c2c(nc(N/N=C/c3ccc(OC(=O)c4ccco4)cc3)n2Cc2ccccc2Cl)n(C)c1=O
    -3	-186	5	4	-17	5	0	-1	0
CC(=O)N1CCc2cc(S(=O)(=O)NCCC(=O)NC3CCCCCC3)ccc21
    -3	22	-2	3	12	14	-8	23	8
Cc1c(C(=O)Nc2ccc(F)cc2)nnn1-c1cccc(C(F)(F)F)c1
    -2	4	1	2	-6	2	-12	-1	21
COc1ccc(N2CCN(c3oc(COc4ccc(Cl)cc4Cl)nc3C#N)CC2)cc1
    1	14	-3	1	-6	-10	10	4	12
CN(C)C(=O)Cn1c(=O)n(C)c2ccccc21
    0	10	14	2	2	-3	10	8	6
CC1(c2ccc(OC(F)F)cc2)NC(=O)N(CC(=O)Nc2ccccc2)C1=O (stereo not given)
    1	4	-5	0	-19	-2	7	1	-3
CCOc1ccc2[nH]c(=O)c(C(c3nnnn3Cc3ccco3)N3CCC(C)CC3)cc2c1 (stereo not given)
    2	-317	9	-12	1	13	14	0	13
COc1ccc(OC)c(S(=O)(=O)NCC(c2ccco2)N2CCc3ccccc32)c1 (stereo not given)
    1	-1	-2	1	-13	0	21	11	-7
CC(=O)Oc1ccc2c(=O)c(-c3ccccc3)c(C)oc2c1
    2	2	-5	2	-6	-10	-7	0	8
CCOC(=O)c1cnn(CC2CCCCC2)c1N
    0	-7	0	-2	-20	-14	8	7	13
CCCCOc1ccc(C(=O)NCC(=O)NCC(c2ccco2)N2CCCCC2)cc1 (stereo not given)
    -17	-2	-1	-4	-4	-23	20	17	17
CC(C)N(CCn1c(SCC(=O)N2CC(=O)Nc3ccccc32)nc2ccccc2c1=O)C(C)C
    -3	-55	17	-1	-23	-22	-10	-1	17
CC(=O)/C(=C\N(C)C)Sc1ccc(C)cc1
    -1	15	2	1	-7	-12	-19	-3	10
C=CCN=C1CC(C)(C)C(C(=O)OC)C(O)=C1C(=O)CCC (stereo not given)
    -5	8	-9	0	-23	-4	-5	3	-3

# Following part.
# Below each compound: SENP8 block-1	SENP8 block-2	HKDC1 inh	SENP1 inh	SENP6 block	PfGluPho inh	Apaf-1 inh	SENP7 inh	NALP3 yeast inh
CCCCC(CCCCl)C(=O)Nc1ccccc1 (stereo not given)
    -12	-3	-7	-1	2	31	-6	-3	4
OCCNc1nc2ccccc2[nH]1
    -12	19	-1	0	-17	-7	2	6	1
Cc1c(N2C(=O)c3ccccc3C2=O)c(=O)n(-c2ccccc2)n1C
    0	30	-4	-2	-3	-3	-10	6	9
CCCCn1c(N)c(N(Cc2ccccc2OC)C(=O)C(C)Oc2ccc(Br)cc2)c(=O)[nH]c1=O (stereo not given)
    nt	-17	-5	-8	nt	8	nt	nt	nt
COc1ccccc1/C=C1\SC(=S)N(Nc2nc(C)cc(C)n2)C1=O
    2	20	-4	-4	6	-4	9	10	30
Cc1ccc(NC(=O)CCNC(=O)c2ccccc2Cl)nc1
    -3	5	-6	-1	-5	9	4	4	-3
CC(C)OC(=O)CSc1nnc(CNc2cccc(Cl)c2)n1C
    -5	27	-2	1	-35	-6	6	-12	0
COc1cc(CNCc2cccc3ccccc23)cc(OC)c1
    -6	-324	-4	3	2	2	-11	-10	17
CCSc1ccccc1C(=O)Nc1nc2ccccc2c(=O)[nH]1
    3	13	-11	-1	9	13	4	0	18
CCCCOC(=O)c1ccc(N/C(=N\S(=O)(=O)c2ccccc2)c2ccccc2)cc1
    -4	15	0	0	-12	16	8	-4	1

# Full records from above. Order of values: SENP8 block-1, SENP8 block-2, HKDC1 inh, SENP1 inh, SENP6 block, PfGluPho inh, Apaf-1 inh, SENP7 inh, NALP3 yeast inh
# `CC(C)OC(=O)CSc1nnc(CNc2cccc(Cl)c2)n1C` is listed as -5, 27, -2, 1, -35, -6, 6, -12, 0
# `CCSc1ccccc1C(=O)Nc1nc2ccccc2c(=O)[nH]1` is listed as 3, 13, -11, -1, 9, 13, 4, 0, 18
# `Cc1ccc(NC(=O)CCNC(=O)c2ccccc2Cl)nc1` is listed as -3, 5, -6, -1, -5, 9, 4, 4, -3

# The listing continues.
# Below each compound: SENP8 block-1	SENP8 block-2	HKDC1 inh	SENP1 inh	SENP6 block	PfGluPho inh	Apaf-1 inh	SENP7 inh	NALP3 yeast inh
Cn1c(N)c(-c2ccccc2)c2ccc([N+](=O)[O-])cc2c1=O
    -2	30	6	-28	-22	23	15	-1	13
O=C(COC(=O)c1cccnc1)Nc1ccc2c(c1)OCO2
    -16	8	15	0	-8	4	3	-3	21
COc1ccccc1-c1cc(C(=O)Nc2cc(C)on2)no1
    -2	-41	6	0	-5	-13	-17	-5	22
COc1cccc(OC)c1C(=O)Nc1ccc(S(=O)(=O)Nc2cc(C)nc(C)n2)cc1
    -11	15	-5	0	-6	-8	10	-7	9
CCC(C)[C@@H](C(=O)NCC1CCC(C(=O)O)CC1)n1nnc2ccccc2c1=O (stereo not given in full)
    -16	10	-18	3	-12	14	-17	-5	-8
Cc1ccc(S(=O)(=O)N2CCOCC2)cc1NC(=O)CSc1ccccn1
    -8	0	-1	-2	-2	8	2	-14	-13
Cc1ccc(NC(=O)Cc2nc(COC(=O)c3c(F)cccc3Cl)cs2)cc1
    4	9	3	0	-11	15	3	-3	32
Cc1ccc(-c2nnc(CSc3nnc(COc4ccccc4)n3-c3ccccc3)o2)cc1
    -6	22	4	3	-3	3	34	7	3

# Reformatted: 2 of the compounds above.
molecule | SENP8 block-1 | SENP8 block-2 | HKDC1 inh | SENP1 inh | SENP6 block | PfGluPho inh | Apaf-1 inh | SENP7 inh | NALP3 yeast inh
COc1cccc(OC)c1C(=O)Nc1ccc(S(=O)(=O)Nc2cc(C)nc(C)n2)cc1 | -11 | 15 | -5 | 0 | -6 | -8 | 10 | -7 | 9
COc1ccccc1-c1cc(C(=O)Nc2cc(C)on2)no1 | -2 | -41 | 6 | 0 | -5 | -13 | -17 | -5 | 22

# Source: PubChem
